IMPase Li inh: qHTS Assay for Identifying the Cell-Membrane Permeable IMPase Inhibitors: Potentiation with Lithium; AID 1457, 2008; CHO-M1 cells, IP1 TR-FRET (IP-One), carbachol + lithium; actives 0.35% (n = 210,000); Potency, µM (doses to about 59.4 µM), for inactives: at the top dose activity, negative = IMPase inhibition, most hits filed as inhibitors;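 also: IP1 builds up when IMPase is blocked and the TR-FRET signal falls; potency is read from the fitted curve at half-maximal effect; plate controls were basal vehicle for no effect and high inhibitor control for full effect; nearly all actives have a fitted effect of over 50% in size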
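CHO-M1, 2000 cells/well, 16–30 h culture; cpd + low Li+, 30 min 37C; lysis with d2-IP1/Eu-anti-IP1 Ab, 10 min RT; TR-FRET 665/620 ratio and 620 channel; AC50 via Hill.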
HTT cytoprotect: qHTS Multiplex Assay to Identify Dual Action Probes in a Cell Model of Huntington: Cytoprotection (ATP). PC12 HTT-Q103 induced, cytoprotection, ATP luminescence, 40 h. actives 0.14% (n = 230,000). Potency, µM (doses to about 56.4 µM), inactives show cytoprotection (ATP increase), usual class: activators;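 also: potency is read from the fitted curve at half-maximal effect; % of control where 0% means no effect; nearly all actives have a fitted effect of over 45% in size; toxic huntingtin expression switched on by the ecdysone agonist tebufenozide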
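Quantitative HTS on tebufenozide-induced (100 nM) PC12 cells expressing HTTQ103 exon 1–GFP; compounds tested as a concentration series; survival measured via cellular ATP.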
SMN2 splice up: qHTS Assay for Enhancers of SMN2 Splice Variant Expression; actives 2.8% (n = 210,000); HEK293 SMN2-luciferase splicing reporter, luminescence, 30-36 h; Potency, µM (titrated, usually from 46.1 µM), for inactives: top-dose activity change, positive = activation, most hits filed as activators; also: potency is read from the fitted curve at half-maximal effect; % of control where 0% means no effect; nearly all actives have a fitted effect of over 55% in size
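HEK293 cells carry an SMN2 minigene-luciferase reporter in which exon 7 inclusion puts luciferase in frame. Cells were seeded at 2000 cells/well, attached for 10-12 hours, then exposed to compounds for 30-36 hours at 37C before ONE-Glo luminescence.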
KinaseGlo FLuc: Counterscreen for Luciferase (Kinase-Glo TM) Inhibition | Luciferin 4-monooxygenase (Photuris pensylvanica), Q27757 | Kinase-Glo luciferase, ATP luminescence, 8 min | Potency, µM (highest dose often 38.3 µM), inactives show at the highest dose activity change, negative = inhibition, actives largely listed as inhibitors | actives 0.28% (n = 200,000) | AID 1379, 2008; also: potency is read from the fitted curve at half-maximal effect; % is scaled to controls: 0 for no effect and ±100 for the full control effect; nearly all actives have a fitted effect of over 60% in size
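Inhibition of Kinase-Glo luciferase light generation was assessed at 10 uM ATP in pH 7.2 imidazole buffer, with luminescence measured after eight minutes at ambient temperature.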
HttQ103 aggreg: qHTS Multiplex Assay to Identify Dual Action Probes in a Cell Model of Huntington: Aggregate Formation (GFP); PC12 HttQ103-GFP aggregates, Acumen cytometry, 40 h; Potency, µM (titrated, usually from 46.1 µM), without a hit: at the top dose activity change, negative = inhibition, usual class: inhibitors; actives 1.1% (n = 220,000); also: potency is read from the fitted curve at half-maximal effect; % is scaled to controls: 0 for no effect and ±100 for the full control effect; nearly all actives have a fitted effect of over 60% in size
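Using laser scanning cytometry, GFP-positive aggregates were counted after lysis of PC12 cells induced with 100 nM tebufenozide to express HTT exon 1 Q103–GFP. Compounds were tested in titration.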
CBFb RUNX1 block: qHTS Assay for Compounds Blocking the Interaction Between CBF-beta and RUNX1 for the Treatment of Acute Myeloid Leukemia; 230,000 tested, under 10 active; AID 1477, 2009; Potency, µM (titrated, usually from 59.8 µM), for the others: at the highest dose activity, negative = inhibition, usual class: inhibitors; AlphaScreen CBFb-His/RUNX1-biotin binding, biochemical; Runt-related transcription factor 1 (Homo sapiens) + Core-binding factor subunit beta …; also: % of control where 0% means no effect
Target sequence (Q01196 whole entry, looked up): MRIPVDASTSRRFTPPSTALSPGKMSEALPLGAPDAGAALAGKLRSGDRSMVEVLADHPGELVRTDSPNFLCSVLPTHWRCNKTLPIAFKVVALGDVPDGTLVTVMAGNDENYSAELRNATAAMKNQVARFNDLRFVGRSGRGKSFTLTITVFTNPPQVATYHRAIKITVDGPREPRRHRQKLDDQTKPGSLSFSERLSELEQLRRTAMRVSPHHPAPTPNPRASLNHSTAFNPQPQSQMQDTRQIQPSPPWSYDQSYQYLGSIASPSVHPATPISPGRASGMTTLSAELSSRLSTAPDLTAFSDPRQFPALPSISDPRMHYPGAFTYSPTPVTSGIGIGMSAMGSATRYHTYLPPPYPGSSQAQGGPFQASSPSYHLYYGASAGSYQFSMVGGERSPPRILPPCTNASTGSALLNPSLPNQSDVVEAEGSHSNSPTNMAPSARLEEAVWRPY
Target sequence (Q13951 whole entry, looked up): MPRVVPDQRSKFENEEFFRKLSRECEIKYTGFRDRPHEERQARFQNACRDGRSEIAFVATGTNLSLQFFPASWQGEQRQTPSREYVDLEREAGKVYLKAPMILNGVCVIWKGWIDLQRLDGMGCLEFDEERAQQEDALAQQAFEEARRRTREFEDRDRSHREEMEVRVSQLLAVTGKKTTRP
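AlphaScreen binding: CBFb-His and RUNX1-biotin (30 nM each) preincubated 20 min, compound added for 15 min, then nickel and streptavidin beads for 90 min, all at room temperature. Disruption of the interaction by any mechanism counts as activity.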
LMNA splice mod: qHTS Assay for Modulators of Lamin A Splicing; HeLa LMNA splicing GFP/RFP minigene ratio, 48 h; Potency, µM (doses to about 46.1 µM), without a hit: at the highest dose ratio change, negative = inhibition, hits mostly inhibitors; actives 0.01% (n = 200,000); active = well fitted inhibition curve with a large enough effect in the signal ratio, with a control signal flat, not every such curve was filed as active; inconclusive = small, poorly fitted or top-dose-only effect, or effect the other way, or a change in a side signal; the % refers to the signal ratio; also: potency is read from the fitted curve at half-maximal effect; % is scaled to controls: 0 for no effect and ±100 for the full control effect
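Read-out is the ratio of GFP to DsRed2 object intensity, acquired by 488 nm laser-scanning cytometry on HeLa lamin A-EGFP minigene reporter cells. Compound incubation 48 hrs at 37 °C in Opti-MEM with 2% FBS; DMSO 0.5% final.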
The depositor's hits bear a star; u = inconclusive; x = no result given; & = joins results of further samples; [ ] = remark or other dose. Unless noted, calls follow the shape of the dose curve; as a rule, active = well fitted curve in the direction sought with a large enough effect; inconclusive = small, poorly fitted or top-dose-only effect, or another doubt; inactive = no such curve, though single readings can be large; an effect the other way counts as inactive or inconclusive. An unsorted share of the library; overall some 4% were active at least once.

Order of results: IMPase Li inh	HTT cytoprotect	SMN2 splice up	KinaseGlo FLuc	HttQ103 aggreg	CBFb RUNX1 block	LMNA splice mod
CCc1ccc(NC(=O)C(=O)NCC(O)c2ccccc2)cc1 (centres undefined)
 : -2%	-3%[10 µM]	10%	2%	9%	3%	x
CC(=O)C1=C(c2ccccc2)NC(=S)NC1c1cc(Cl)c(OC(C)C)c(Cl)c1 (centres undefined)
 : 17%	11%[10 µM]	-19%	0%	u	-11%	u
O=C(CSC1CS(=O)(=O)c2cc([N+](=O)[O-])ccc21)NNC(=O)c1ccccc1 (centres undefined)
 : x	1%[10 µM]	x	x	-3%[9.22 µM]	14%	x
Cc1noc(C)c1C(=O)N1CCC2(CC1)CCN(C(c1ccccc1)c1ccccc1)CC2
 : 18%	u	-16%	-1%	x	x	x
Cc1ccc(Nc2nc(Cl)c(C=O)s2)cc1
 : x	1%[10 µM]	x	x	13%[9.22 µM]	20%	-18%[46 µM]
CC(=O)COC(=O)CNC(=O)c1ccc(Br)cc1
 : 17%[38.3 µM]	9%	1%	20%	12%	1%	4%
CCOC(=O)c1csc(NC(=O)c2ccc(OCC)cc2)n1
 : 0%	-94%[inhibitor]	-39%[inhibitor]	0%	4%	1%	u
COCCNC(=O)C1CCCN(S(=O)(=O)c2c(C)noc2/C=C/c2cccs2)C1 (centres undefined)
 : x	13%[10 µM]	x	x	4%[9.22 µM]	11%	x
CN(C)CCC(=O)[C@@]1(O)CC[C@H]2[C@H]3CC=C4C[C@@H](O)CC[C@]4(C)[C@H]3CC[C@]21C
 : -5%	-1%[10 µM]	-4%[9.22 µM]	-1%[7.66 µM]	x	x	x
COc1ccc(OCCNc2cc(N3CCCCC3)ccc2[N+](=O)[O-])cc1
 : 4%[38.3 µM]	-12%	-24%	-4%	7%	6%	23%
O=C(Nc1ccc(N2CCCC2)c(Cl)c1)c1cccnc1
 : 22%	30%[10 µM]	16µM*	-1%	-13%	-4%	-8%
COc1ccc(Br)cc1C(=O)Nc1cccc2ncccc12
 : 18%	-52%	4%	0%	20%	4%	x
CCOC(=O)c1ccccc1NC(=O)c1cn(-c2ccc(C)c(C)c2)c(=O)c2ccccc12
 : 9%	7%[10 µM]	-9%	0%	-1%	12%	6%
COC(=O)N1CCC2(CCN(Cc3ccc(C#N)cc3)CC2)CC1
 : 20%	4%	2%	-13%	x	x	x
Cc1cc(C(=O)NCC(=O)O)c(C)o1
 : -4%[38.3 µM]	11%	9%	2%	-2%[9.22 µM]	-6%	14%
CC(C)(C)c1nc2ccccc2c2nnc(SCC(=O)NCc3ccco3)n12
 : 6%[38.3 µM]	-11%[10 µM]	-9%	-4%	-4%	-5%	u
Cc1ccc(CNC(=O)c2cccc(S(C)(=O)=O)c2)cc1
 : 27%[38.3 µM]	26%	-15%	3%	5%	-2%	-1%
Cc1c(Cl)cccc1NC(=O)[C@@H](NC(=O)c1ccccc1Cl)C(C)C
 : 4%	19%[10 µM]	-12%	1%	19%	15%	-4%
COc1cccc(C(=O)OCn2nnc3ccccc3c2=O)c1
 : 1%[38.3 µM]	-17%[10 µM]	0%	1%	-2%	-1%	22%
C=CCn1c(SCC(=O)Nc2cc(C)nn2-c2ccccc2)nnc1C1CCCCC1
 : 23%[38.3 µM]	-10%	x	-4%	0%	-2%	10%
Cc1onc(-c2ccccc2)c1C(=O)Nc1sc2c(c1C#N)CCC(C)C2 (centres undefined)
 : 1%[38.3 µM]	-6%	-14%	2%	u	5%	4%
COc1ccc(OC)c(S(=O)(=O)n2nc(C)cc2C)c1
 : 15%[38.3 µM]	-1%	13%	-4%	11%	5%	4%
O=C(c1ccco1)N1CCC2(CCN(Cc3cc(C(F)(F)F)cc(C(F)(F)F)c3)CC2)CC1
 : 18%	7%	x	-2%	x	x	x
CC(C)(C)OC(=O)N1CCNc2ccccc2C1
 : 3%	7%[10 µM]	-10%	2%	-2%	6%	2%
O=C(Nc1cc(Cl)ccc1Oc1ccccc1)c1ccc(F)cc1
 : 12%	4%[10 µM]	-40%[inhibitor]	-7%	12%	-2%	u
CC(C)(C)n1nnnc1C(c1ccncc1)N1CCCCCC1 (centres undefined)
 : -1%[38.3 µM]	13%[10 µM]	-1%	-3%	-5%	2%	5%
Nn1cc(-c2ccccc2)nc1SCC(=O)Nc1cccc(S(N)(=O)=O)c1
 : x	-13%[10 µM]	x	x	-15%[9.22 µM]	-15%	x
COc1cc(C2CC(=O)Nc3cc(C)c(C)cc32)cc(OC)c1OC (centres undefined)
 : -6%	3%[0.074 µM]	-1%	0%	-4%	0%	u
O=S(=O)(c1ccc(Cl)cc1)N1CCN(Cc2c[nH]c3ccccc23)CC1
 : 42%[activator][38.3 µM]	-14%	5%	-5%	-20%	-3%	-17%
CNc1nc2[nH]c(=O)c3c(c2s1)OC(N)=C(C#N)C3c1cccc(F)c1 (centres undefined)
 : u	-11%	-8%	-3%	21%	-4%	0%

Three of the entries above in order of the CBFb RUNX1 block value, descending:
| smiles | CBFb RUNX1 block |
| --- | --- |
| CCOC(=O)c1ccccc1NC(=O)c1cn(-c2ccc(C)c(C)c2)c(=O)c2ccccc12 | 12% |
| COc1cc(C2CC(=O)Nc3cc(C)c(C)cc32)cc(OC)c1OC (centres undefined) | 0% |
| CC(=O)C1=C(c2ccccc2)NC(=S)NC1c1cc(Cl)c(OC(C)C)c(Cl)c1 (centres undefined) | -11% |

More entries follow:
Order of results: IMPase Li inh	HTT cytoprotect	SMN2 splice up	KinaseGlo FLuc	HttQ103 aggreg	CBFb RUNX1 block	LMNA splice mod
COc1ccc(C2OCC3(COC(C)=O)C(C)C=C(C)C2C3C)cc1 (centres undefined)
 : 18%	-36%[1.9 µM]	x	-1%	x	11%[21.7 µM]	x
CSc1nc(N)c2ncn([C@@H]3O[C@H](COP(=O)(O)OP(=O)(O)O)[C@H](O)[C@H]3O)c2n1
 : -2%	x	-4%	-22%	x	-11%	u
Cc1ccc(C(=O)CSc2ncnc3ccccc23)o1
 : 3%	x	11%	-18%	0%	8%	u
Cc1nc2ccccc2c(=O)n1NC(=O)Cc1ccc(Br)cc1
 : 11%[38.3 µM]	-5%	4%	-5%	0%	-4%	-12%
O=C(CCCCCn1c(=O)[nH]c2ccccc2c1=O)NCCc1c[nH]c2ccccc12
 : 2%[38.3 µM]	-13%	2%	-2%	-8%	3%	-8%
CCN(CC)S(=O)(=O)c1ccc(OC)c(NC(=S)Nc2cccc(C)c2C)c1
 : 3%	8%[10 µM]	2%	-2%	10%	-4%	u
COC(=O)c1ccc(-c2nc3ccccc3o2)cc1
 : -22%[38.3 µM]	1%	u	-8%	-3%[9.22 µM]	-1%	-2%
CON(C)c1nc(Oc2ccc(=O)[nH]n2)nc(N(C)C)n1
 : 20%[38.3 µM]	-6%	-1%	-1%	5%	12%	1%
CCNC(=O)CSc1nnc(-c2cccs2)o1
 : -7%	-14%	22%	-1%	-13%	-2%	5%[46 µM]
Cc1ccc2ncccc2c1[N+](=O)[O-]
 : -3%	15%[10 µM]	10%	0%	-13%	-3%	-5%
COC(=O)NCC(c1ccco1)N1CCN(c2ccc(F)cc2)CC1 (centres undefined)
 : -1%	13%[1.9 µM]	-14%	0%	12%	-6%	-7%
Cc1cccc(-c2nsc(SCC(=O)NCC3CCCO3)n2)c1 (centres undefined)
 : 1%	x	-10%	3%	10%	-8%	x
COc1ccc2nc(NC(=O)CSc3nnc(C)s3)sc2c1
 : -5%[38.3 µM]	-21%	26%	0%	-18%	1%	-2%
Cn1c(N)c(C(=O)COC(=O)c2cc(-c3ccccc3)nc3ccccc23)c(=O)n(C)c1=O
 : -1%	-23%	-4%	-1%	x	4%	x
CC(=O)N1C(=O)CC(C)N(C(C)=O)c2ccc([N+](=O)[O-])cc21 (centres undefined)
 : 4%	3%[10 µM]	5%	1%	-2%	3%	0%
Cc1ccc2cccc(OCC(=O)N3CCc4ccccc43)c2n1
 : -2%	-2%	2%	-2%	-3%	3%	-7%[46 µM]
CC(C)NC(NC(=O)Cc1ccccc1)C(Cl)(Cl)Cl (centres undefined)
 : 12%[38.3 µM]	-6%	1%	0%	7%	-3%	7%
COc1cc([N+](=O)[O-])ccc1NC(=O)CC1SC(=Nc2ccc(F)cc2)N(CCC2=CCCCC2)C1=O (centres undefined)
 : 5%	18%[10 µM]	-37%[inhibitor]	-1%	-10%	2%	u
OC[C@@H]1O[C@@H](n2cnc3c(SCc4ccccc4)ncnc32)[C@@H](O)[C@H]1O
 : -9%	-23%[10 µM]	-9%[9.22 µM]	-5%[7.66 µM]	x	x	x
O=C(N=C1c2ccccc2CN1c1cccc(Cl)c1)c1cccnc1
 : 13%	u	20%	2%	-9%	5%	-5%
Cc1onc(-c2ccccc2Cl)c1C(=O)OCC(=O)Nc1ccc2c(c1)OCO2
 : 19%[38.3 µM]	1%	-10%	3%	12%	-5%	u
CCCCN(C(=O)Nc1ccc(OCC)cc1)C1CCN(C(C)=O)CC1
 : -12%[38.3 µM]	1%	-11%	-1%	14%	6%	u
Cc1c(C)c2c(c(C)c1O)CCC(C)(COc1ccc(CC3SC(=O)NC3=O)cc1)O2 (centres undefined)
 : 23%&6%	u	-7%	1%[39.9 µM]	24%	u	1%
Oc1ccc(-c2nc3ncccn3c2Nc2ccc3c(c2)OCCO3)cc1
 : 39%[activator][38.3 µM]	-21%	3%	17%	17%	u	0%
COc1cccc(-c2cc(=O)c3cc(NC(=O)c4ccc(N(C)C)cc4)ccc3[nH]2)c1
 : 1%&-14%	x	-18%	1%[39.9 µM]	0%	4%	u
